High-throughput results deposited in PubChem by several laboratories.
MC4R ag barr: activates human MC4R beta-arrestin recruitment | P32245 | U2OS MC4R beta-arrestin complementation, luminescence; percent of melanotan II response, DMSO zero | activation, % at 8.9 µM | 0.98% of 360,000 active;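 active = activation above a per-plate cutoff, the mean activation of sample wells on that plate plus 3 SD, cut at about 8% in these data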
Target sequence (P32245 whole entry, looked up): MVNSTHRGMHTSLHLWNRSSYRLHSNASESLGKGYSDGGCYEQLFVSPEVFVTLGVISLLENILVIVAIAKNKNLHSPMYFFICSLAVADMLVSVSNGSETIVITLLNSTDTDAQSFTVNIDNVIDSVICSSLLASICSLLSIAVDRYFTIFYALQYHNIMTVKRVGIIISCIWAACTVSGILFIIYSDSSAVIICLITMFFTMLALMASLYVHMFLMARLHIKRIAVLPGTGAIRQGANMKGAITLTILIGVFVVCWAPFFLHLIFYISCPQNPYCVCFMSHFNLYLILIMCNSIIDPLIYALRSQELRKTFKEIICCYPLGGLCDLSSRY
ABHD5-PLIN5 inh: ABHD5-PLIN5 protein interaction inhibition. 0.78% of 360,000 active. inhibition, % at 4 µM. AID 602281. Split G. princeps luciferase complementation, luminescence, 4 h. Q00G26+Q8WTS1;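 active = inhibition above the mean inhibition across every tested compound plus 3 SD, cut at about 22% in these data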;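 note: 0% = DMSO only wells and the 100% control is not disclosed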
ABCB6 inh 2: blocks the human ABCB6 transporter; fluorescence ratio to DMSO, % at 10 µM; 0.19% of 360,000 active; K562-ABCB6 porphyrin accumulation, flow cytometry, 1 h; active compounds read low;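 active = fluorescence ratio to DMSO below 75%, the collection mean minus 3 SD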;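 note: signal is porphyrin accumulated inside mitochondria; 100% equals median channel fluorescence of DMSO control wells; lower ratio means ABCB6 inhibition with less porphyrin fluorescence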
Cardio protect: modulators protecting cardiomyocytes from myocardial damage; H9c2 cardiomyocytes, H2O2 injury protection, ATPLite, 2 h; protection from H2O2 cell death, % at 20 µM; 0.63% of 360,000 active;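 active = compounds giving at least 50% protection of heart cells from peroxide-induced death in the single-dose screen, raw or plate-pattern-corrected value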;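 note: 0% = DMSO wells with peroxide and 100% = DMSO wells without peroxide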
aDG glyco act: increases alpha dystroglycan glycosylation; Pro5-aDG cells, alpha-DG glycosylation AlphaScreen (IIH6); 0% Pro5, 100% B10-LARGE cell signal; activation, % at 10 µM; 0.22% of 360,000 active;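 active = activation of at least 8% versus controls, or a plate z-score of at least 8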;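 note: Pro5 are CHO cells carrying HIG-tagged alpha-DG that lacks glycosylation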
m5-HT2A agonist: activates the mouse 5-HT2A serotonin receptor | activation, % at 7.6 µM | 0.66% of 360,000 active | CHO-K1 mHTR2A beta-arrestin complementation, luminescence; percent of 30 µM serotonin response;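 active = activation above a run cutoff, the mean activation of all tested compounds plus 3 SD, cut at about 14% in these data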;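 note: 0% = plate median of compound wells and 100% = 30 µM serotonin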
Target sequence (P35363 whole entry, looked up): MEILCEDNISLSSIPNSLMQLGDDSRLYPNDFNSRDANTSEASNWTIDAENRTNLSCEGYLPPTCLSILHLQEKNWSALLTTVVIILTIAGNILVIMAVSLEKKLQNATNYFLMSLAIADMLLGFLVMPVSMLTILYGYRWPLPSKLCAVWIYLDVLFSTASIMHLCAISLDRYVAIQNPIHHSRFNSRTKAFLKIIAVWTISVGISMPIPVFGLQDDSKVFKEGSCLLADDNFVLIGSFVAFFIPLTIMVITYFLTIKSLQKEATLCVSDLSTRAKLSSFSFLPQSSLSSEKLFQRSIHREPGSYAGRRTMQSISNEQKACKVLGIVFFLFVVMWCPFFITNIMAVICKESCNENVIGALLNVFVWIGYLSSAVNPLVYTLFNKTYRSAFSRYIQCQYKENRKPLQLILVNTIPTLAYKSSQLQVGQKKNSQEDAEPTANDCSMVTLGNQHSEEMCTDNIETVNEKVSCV
Granule exo inh: lytic granule exocytosis inhibition. 0.66% of 360,000 active. TALL-104 LAMP-1 surface exposure, flow cytometry; cells stimulated with thapsigargin and PMA. inhibition, % at 10 µM;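 active = inhibition above about 55%, limit read from the data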
hiPSC survival: hiPSC single-cell survival enhancement. ATPlite luminescence; 100% = ROCK inhibitor wells, 0% = DMSO. survival enhancement, % at 20 µM. 0.044% of 360,000 active; in the data active = survival enhancement above about 18%;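 note: cells exposed to compounds for 16 hours before the ATP read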
Glyco luc inh: blocks N-linked glycosylation in D54 reporter cells; D54 ERlucT glycosylation luciferase reporter, 24 h; percent of 100 nM tunicamycin response; AID 588692; reporter increase, % at 12.5 µM; 0.23% of 360,000 active;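 active = mean luciferase reporter signal, scaled so untreated is 0 and the glycosylation-blocking control 100, at or above a set limit in every replicate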;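 note: luciferase carries N-glycosylation sites so blocking glycosylation raises the light; 0% = median of neutral control wells and 100% = median of 100 nM tunicamycin wells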
MC4R antagonist: human MC4R antagonism in cAMP assay; AID 540295; P32245; MC4R-expressing cells, MTII-stimulated cAMP, LANCE TR-FRET; 0.48% of 360,000 active; inhibition, % at 6.5 µM;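 active = inhibition above its plate's cutoff, the mean of tested wells on that plate plus 3 SD, cut at about 29% in these data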;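 note: 0% = Melanotan II alone and 100% = Melanotan II plus saturating MCL0020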
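Assay system: U2OS cells stably expressing human melanocortin 4 receptor (MC4R) / Dosing: 6.5 µM / Timing: compound 30 min, challenge 1 h, detection 1 h / Measured by: Eu-cAMP/anti-cAMP TR-FRET, emission 671 nm / Replicates: singlicate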
* marks the source's active call; other numbers are inactive results. An unsorted share of the library; about 4.5% have a hit in one of these screens.

SMILES	MC4R ag barr	ABHD5-PLIN5 inh	ABCB6 inh 2	Cardio protect	aDG glyco act	m5-HT2A agonist	Granule exo inh	hiPSC survival	Glyco luc inh	MC4R antagonist
Cc1nc2cc(C(F)(F)F)ccc2n1C1CCN(CC(=O)NC(C)(C)C)CC1	-1.6	0.0	93.0	15.7	0.3	-3.8	-3.5	0.0	1.4	-3.8
Cc1ccc([N+](=O)[O-])cc1S(=O)(=O)Nc1ccccn1	-0.9	2.5	95.0	3.3	0.2	0.5	-2.1	-1.2	0.7	6.5
COc1ccc(C(=O)Nc2ccccn2)cc1S(=O)(=O)N1CCOCC1	-2.8	13.3	99.0	-0.2	-0.3	6.5	4.5	-0.2	3.7	3.2
CC[C@@]12C(=O)N(c3cccc(Br)c3)C(=O)N1[C@H](c1ccc(Br)cc1)[C@@H]1C(=O)N(C(C)(C)C)C(=O)[C@@H]12	0.3	3.9	97.0	1.4	0.3	-0.4	23.8	-2.7	-2.8	11.3
CC(=O)N1CN(C2CCS(=O)(=O)C2)Cc2c1sc1c2CCCC1 (stereo not drawn)	1.2	-0.5	96.0	5.3	0.1	1.2	-1.7	-1.4	1.5	5.1
O=C1CC/C=C\C[C@@H](CC(=O)N(CCO)Cc2ccccc2)C(=O)NC[C@@H](c2ccccc2)O1	-2.0	-6.4	98.0	14.1	-0.3	5.2	-2.1	0.4	1.7	-1.8
CC(=O)C1CCC2C3CC=C4CC(SC(=N)N)CCC4(C)C3CCC12C (stereo not drawn)	15.2*	0.7	90.0	-21.8	0.0	1.7	8.3	1.3	3.7	7.2
Cc1ccc(NC(=O)CNC(c2ccccc2)c2ccccc2)c(F)c1	0.7	-8.3	100.0	-8.9	0.3	-2.5	-10.3	1.3	-1.8	7.1
COc1ccccc1CC(=O)N1CCN(c2cccc(Cl)c2)CC1	-1.9	-7.9	94.0	-5.1	0.3	-2.4	0.6	-0.2	-3.0	-2.8
O=C(NCCc1ccccc1Cl)C1CC(=O)N(C2CCCCC2)C1 (stereo not drawn)	-0.5	-4.3	103.0	-7.8	0.0	-10.5	1.0	-0.7	1.3	13.8
Cc1ccc(COC(=O)c2nn(C)c(=O)c3ccccc23)cc1	-2.4	1.0	94.0	-12.2	0.5	2.5	-2.1	-0.3	13.0	-0.3
O=C(CSc1nnc(Cc2cccs2)n1C1CC1)NC1CCS(=O)(=O)C1 (stereo not drawn)	2.0	-2.6	91.0	1.3	0.0	-2.6	1.4	1.8	-0.3	-7.3
CN1C(=O)c2cccc3c(S(=O)(=O)N(C)C)ccc1c23	-0.9	5.9	89.0	0.3	0.0	0.2	-8.4	0.6	7.4	-4.9
N#Cc1ccc(N2CCOCC2)nc1	-0.5	-6.8	96.0	4.7	-0.1	1.4	4.0	-0.2	1.9	11.0
CC(C)C[C@H]1CNC(=S)N1CC1CCN(CCCC2CCCCC2)CC1	0.6	6.2	100.0	-28.6	1.9	-7.4	-0.5	-2.2	0.1	-2.0
NC(N)=Nc1nc(-c2ccccc2)c2cc(F)ccc2n1	-1.2	2.3	95.0	-2.9	0.1	-8.9	11.2	2.6	6.2	-2.2
COc1ccccc1C(=O)OCC(=O)NC1CCCC1	-1.5	3.8	397.0	0.6	-0.1	5.2	-7.5	-0.1	0.4	10.1
O=C(c1cc(F)ccc1F)N1CCC(N2CCC(C(=O)N3CCCC3)CC2)CC1	2.1	0.6	103.0	-1.4	-0.4	12.6	0.0	0.9	-0.1	6.9
CCC(C(=O)OC)n1cnc2c(nnn2-c2ccc(F)cc2)c1=O (stereo not drawn)	1.3	2.9	103.0	1.0	0.0	5.7	2.2	1.4	-0.7	-4.6
CCOc1ccc(CCNC(=O)c2cc3ccccn3n2)cc1OCC	1.4	1.5	95.0	-15.1	0.3	7.1	0.0	-1.4	0.4	10.4
COC(=O)CNC(=O)c1cccc(-c2ccc(OC)cc2)c1	-0.2	-2.1	98.0	-6.2	0.1	0.4	-1.9	-3.1	0.3	5.1
COc1ccc2cc(C(=O)NCc3ccccc3CN3CCCC3)ccc2c1	0.6	1.5	100.0	-4.8	1.6	-11.4	8.1	-0.3	-5.2	4.8
Cc1nn(C)c(Oc2ccc(Cl)cc2)c1C(=O)Nc1ccc(F)cc1F	-1.3	-5.7	93.0	-13.8	1.3	-4.8	2.7	0.3	-1.4	-0.8
CC(C)[C@H](NC(=O)OC(C)(C)C)c1nnc(S(=O)(=O)Cc2c(F)cccc2Cl)o1	-2.7	71.4*	100.0	-23.3	-0.4	-3.7	33.6	-0.5	-17.7	64.2*
CCOc1ccc(C(=O)N[C@H](C(=O)Nc2cccc(S(=O)(=O)N3CCOCC3)c2)C(C)C)cc1	-4.5	-3.9	98.0	-1.3	-0.2	0.6	3.4	-0.4	1.9	6.4
O=C1c2ccccc2C2NC(=O)C3(CCCCC3)N12 (stereo not drawn)	-0.6	3.5	98.0	-0.3	0.1	-0.3	1.6	1.2	-0.3	6.0
CC1=C(/C=C/C(C)=C/C=C/C(C)=C/CO)C(C)(C)CCC1	1.0	6.0	96.0	-2.9	-0.2	-4.1	3.3	-1.4	-1.1	-5.6
CC(=O)Nc1ccc(S(=O)(=O)NCc2ccncc2)cc1	-1.8	-4.3	100.0	-21.8	0.0	-0.4	0.9	-1.0	2.4	0.2
CC(C)CN(C(=O)c1ccc(=O)n(C)n1)c1nc2ccccc2s1	5.6	1.9	96.0	3.7	0.5	7.2	-2.5	0.3	1.6	-1.9
COc1ccc(-n2c(=O)c(CCC(=O)N3CCN(c4ccccc4O)CC3)nc3ccccc32)cc1	-1.9	5.6	91.0	21.2	-0.2	4.3	-4.3	0.2	-0.9	7.2
COc1ccc(CNC(=O)CN(C(=O)c2snc(C(N)=O)c2N)c2ccc(OC)c(OC)c2)cc1	0.8	-4.1	99.0	2.9	-0.1	-10.3	0.7	-0.6	0.1	6.1
CCOc1ccc(NC(=O)C2CCCN(S(=O)(=O)c3c(C)n[nH]c3C)C2)cc1 (stereo not drawn)	0.1	8.7	93.0	0.1	0.8	-3.9	0.5	0.8	-2.7	3.5
COc1ccc(S(=O)(=O)N2CCC(C(=O)NCCC3=CCCCC3)CC2)cc1OC	0.3	-2.4	93.0	-6.8	0.0	1.7	-1.6	0.0	0.8	12.9
Cc1ccc(C(=O)N/C(=C\c2ccc(Br)cc2)c2nc(=S)[nH][nH]2)cc1	-3.7	-14.5	99.0	-17.9	-0.1	6.8	5.4	1.6	-1.0	3.4
Cc1cc(NC(=O)CNCC(c2ccccc2)N(C)C)c([N+](=O)[O-])cc1C (stereo not drawn)	2.1	3.4	94.0	3.4	0.0	-0.2	15.1	-0.6	-1.2	6.8
COc1ccc(Cl)cc1C(=O)NNC(=O)c1cccs1	1.1	3.7	97.0	-0.9	0.0	5.7	-6.6	-1.1	-0.7	0.9
O=c1cc(-c2ccc(O)c(O)c2)oc2cc(O)cc(O)c12	0.5	-0.3	96.0	61.9*	-0.1	5.3	-0.6	-2.5	-2.8	-25.9
COc1ccc(NC(=O)N2c3ccccc3C(C)=CC2(C)C)cc1	-1.5	2.2	94.0	9.6	-0.2	-2.9	0.2	0.1	-1.0	-3.8
O=C(Nc1ccccc1)c1cc2ccccc2o1	-0.8	0.6	97.0	-19.4	-0.1	-4.9	-2.5	-3.0	-13.1	-3.7
COc1ccc(CNC(=O)[C@@H](NC(=O)C2CCN(C(=O)[C@@H](N)CCSC)CC2)C(C)C)cc1	-1.1	2.8	100.0	-1.4	-0.1	7.4	-6.0	6.8	2.6	10.1
CC(=O)N1CC(C)c2scc(C)[n+]2-c2ccccc21 (stereo not drawn)	3.7	-18.9	95.0	-2.4	-0.1	3.4	-2.2	-2.9	-0.2	-4.0
CCc1nnc(NC(=O)Nc2ccc(Cl)cc2)s1	0.4	-2.4	95.0	-16.3	0.1	4.3	-4.2	0.0	0.7	0.6
O=C(Nc1cccc(Cl)c1)Nc1ccnc(-c2cccnc2)n1	1.4	-0.1	97.0	47.1	0.3	-3.6	1.5	0.8	16.7	-26.1
Clc1ccc2nc(-c3ccccc3)nc(C(Cl)Cl)c2c1	1.4	-5.7	101.0	-4.1	-0.2	0.5	50.5	-1.1	-18.4	21.2
Cc1cc(C)c(NC(=O)CN(C)C(=O)CCN2C(=O)C3CCCCC3C2=O)c(C)c1 (stereo not drawn)	0.3	4.2	80.0	1.2	-0.3	-0.9	-3.6	-0.2	5.0	12.1
Cc1ccc(CSc2ncnc3c2cnn3-c2ccc(C)cc2)cc1	-1.1	3.8	99.0	-7.4	0.0	3.1	-0.3	2.1	-2.1	-1.6
COc1ccc(N2CCN(C(CNC(=O)c3ccc4c(c3)OCO4)c3cccnc3)CC2)cc1 (stereo not drawn)	2.9	2.1	108.0	2.6	-0.2	6.0	-1.9	6.8	1.3	10.8
COc1ccccc1N1CCN(C(=O)CCc2nnc3ccc(N4CCC(C)CC4)nn23)CC1	-2.6	4.5	87.0	26.6	-0.2	5.8	4.0	-0.6	6.6	-7.3
Cn1cc(/C=C/C(=O)N2CCCC(C(=O)c3cccc(C(F)(F)F)c3)C2)cn1 (stereo not drawn)	-1.2	-3.7	102.0	6.4	0.9	-2.9	1.0	0.5	0.0	11.1
Cc1cccc(-n2c(N)c(C(=O)N3CCN(C)CC3)sc2=S)c1	-0.5	-2.2	108.0	3.3	-0.1	-0.5	-1.8	-1.3	-0.6	3.1
COc1ccc(-c2cc(CNc3nc(NC(C)C)nc4cc(-c5ccccc5)sc34)on2)cc1	-1.6	6.6	90.0	-28.2	1.5	-5.8	33.1	-3.3	-8.9	2.3
CCOc1ccc(Br)cc1S(=O)(=O)NC1=NCCCCC1	-1.8	6.6	96.0	-2.2	-0.3	4.2	7.4	4.0	2.2	1.5

Part of the list above, as labelled records.
> CC(=O)C1CCC2C3CC=C4CC(SC(=N)N)CCC4(C)C3CCC12C (stereo not drawn)
  MC4R ag barr = 15.2*
  ABHD5-PLIN5 inh = 0.7
  ABCB6 inh 2 = 90.0
  Cardio protect = -21.8
  aDG glyco act = 0.0
  m5-HT2A agonist = 1.7
  Granule exo inh = 8.3
  hiPSC survival = 1.3
  Glyco luc inh = 3.7
  MC4R antagonist = 7.2

> Cc1ccc(NC(=O)CNC(c2ccccc2)c2ccccc2)c(F)c1
  MC4R ag barr = 0.7
  ABHD5-PLIN5 inh = -8.3
  ABCB6 inh 2 = 100.0
  Cardio protect = -8.9
  aDG glyco act = 0.3
  m5-HT2A agonist = -2.5
  Granule exo inh = -10.3
  hiPSC survival = 1.3
  Glyco luc inh = -1.8
  MC4R antagonist = 7.1

> COc1ccccc1CC(=O)N1CCN(c2cccc(Cl)c2)CC1
  MC4R ag barr = -1.9
  ABHD5-PLIN5 inh = -7.9
  ABCB6 inh 2 = 94.0
  Cardio protect = -5.1
  aDG glyco act = 0.3
  m5-HT2A agonist = -2.4
  Granule exo inh = 0.6
  hiPSC survival = -0.2
  Glyco luc inh = -3.0
  MC4R antagonist = -2.8

> O=C(NCCc1ccccc1Cl)C1CC(=O)N(C2CCCCC2)C1 (stereo not drawn)
  MC4R ag barr = -0.5
  ABHD5-PLIN5 inh = -4.3
  ABCB6 inh 2 = 103.0
  Cardio protect = -7.8
  aDG glyco act = 0.0
  m5-HT2A agonist = -10.5
  Granule exo inh = 1.0
  hiPSC survival = -0.7
  Glyco luc inh = 1.3
  MC4R antagonist = 13.8
